# Screens: PubChem, National Center for Advancing Translational Sciences (NCATS)
# Rab9 promoter act – activates the Rab9 promoter | 2.8% of 320,000 active | Potency, µM (top dose mostly 9.22 µM), for inactives: at the highest dose activation, negative = inhibition, usual class: activators | Huh7 Rab9 promoter-luciferase reporter, luminescence, 24 h; also: % of control where 0% means no effect; nearly all actives have a fitted effect of over 60% in size
#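 Stable Rab9-luc Huh7, 1500 cells/well, 2 h settle; cmpd in DMSO, 24 h, 37 °C/5% CO2; luciferase reagent 10 min RT; luminescence.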
# ELG1 genotoxic – genotoxicity induction in ELG1-luciferase HEK293T cells; AID 504466; 1.3% of 330,000 active; HEK293T ELG1-luciferase reporter, luminescence, 16 h; Potency, µM (doses to about 46 µM), inactives show at the highest dose activity change, positive = activation, hits mostly activators; also: % of control where 0% means no effect; nearly all actives have a fitted effect of over 60% in size
#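 DMSO vehicle served as control against compound-treated ELG1-luciferase HEK293T cells; exposure lasted 16 hr at 37 °C and 5% CO2, followed by ONE-Glo luminescence detection after 30 min.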
# BRCA1 expr up – activators of BRCA1 expression. MCF7-BRCA1-FFLuc reporter, luminescence, 48 h; response scale: scaled: vehicle 0%, 10 µM genistein 100%. Potency, µM (series often up to 46.1 µM), for the others: top-dose activation, hits mostly activators. 1.1% of 380,000 active; also: nearly all actives have a fitted effect of over 80% in size; some results filed as inactive show a strong effect at the top dose
#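 Using MCF7 cells harboring a BRCA1 firefly luciferase reporter, plated 2 h before compound pinning, the screen measured luminescence after 48 h incubation. Responses were normalized to DMSO and 10 microM genistein, then fitted for concentration-effect.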
# RORg inh – inhibitors of mouse ROR gamma transcriptional activity | Potency, µM (doses to about 53.6 µM), without a hit: at the top dose activity change, negative = inhibition, usual class: inhibitors | 5.4% of 310,000 active | Drosophila S2 Gal4-RORgamma UAS-luciferase reporter, 20 h | AID 2551; also: % is scaled to controls: 0 for no effect and ±100 for the full control effect; nearly all actives have a fitted effect of over 60% in size
# Target sequence (P51450 whole entry, looked up, the tested form may be a part): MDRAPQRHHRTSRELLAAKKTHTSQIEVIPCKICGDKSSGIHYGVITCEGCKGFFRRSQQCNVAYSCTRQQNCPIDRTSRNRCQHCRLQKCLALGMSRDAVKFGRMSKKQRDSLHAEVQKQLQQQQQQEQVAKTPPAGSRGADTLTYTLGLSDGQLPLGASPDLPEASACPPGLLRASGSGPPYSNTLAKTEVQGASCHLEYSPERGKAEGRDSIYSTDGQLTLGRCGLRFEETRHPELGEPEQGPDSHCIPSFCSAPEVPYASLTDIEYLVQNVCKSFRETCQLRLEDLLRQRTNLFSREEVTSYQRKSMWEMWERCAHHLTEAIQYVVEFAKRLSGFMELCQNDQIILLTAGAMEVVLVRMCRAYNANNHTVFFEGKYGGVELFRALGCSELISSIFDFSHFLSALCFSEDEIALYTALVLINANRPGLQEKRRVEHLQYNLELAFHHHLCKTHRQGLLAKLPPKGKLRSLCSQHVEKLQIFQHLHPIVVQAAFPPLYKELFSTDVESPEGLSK
#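 In this cell-based reporter format, copper sulfate (700 uM final) drives Gal4–ROR gamma fusion expression from a metallothionein promoter in Drosophila Schneider cells; compounds preincubated 1 hr, reporter read after 20 hr at ambient temperature.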
# p53 reactivation – mutant p53 re-activation in reporter cells. H1299 p53-A138V BP100-luciferase reporter, luminescence, 24 h. Potency, µM (doses to about 92.2 µM), inactives show at the top dose activity change, positive = activation, most hits filed as activators. 0.063% of 320,000 active. AID 504706; also: % of control where 0% means no effect; nearly all actives have a fitted effect of over 45% in size
#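 p53-null H1299 cells stably carrying temperature-sensitive p53-A138V and a BP100-luciferase reporter were pinned with compounds (4-point, 1:5 series) and held 24 hrs at 37 deg C. Luminescence was read 10 min after detection reagent.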
# CXXC DNA block – MLL CXXC-DNA interaction inhibition; MLL-CXXC / FITC-HOXA9 DNA fluorescence polarization; Potency, µM (titrated, usually from 115 µM), inactives show at the top dose activity change, negative = inhibition, most hits filed as inhibitors; 0.037% of 290,000 active; active = well fitted inhibition curve with a large enough effect in the polarisation, with a control signal flat, not every such curve was filed as active; inconclusive = small, poorly fitted or top-dose-only effect, or effect the other way, or a change in a side signal; inactive = no such curve, though single readings can be large or run the other way; the % refers to the polarisation
#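 Fluorescence polarization: 7 uM MLL-CXXC (stock) preincubated 5 min with compounds, then 50 nM fluorescein-HOX-A9 DNA (stock) added; 30 min ambient. Buffer 50 mM Tris-HCl pH 7.5, 50 mM NaCl, 1 mM DTT, 0.05% BSA.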
# Gal4-VP16 FLuc – counter-screen for ROR gamma inhibitors: Gal4-VP16 reporter. Drosophila S2 Gal4-VP16 UAS-luciferase, luminescence, 20 h. Potency, µM (titrated, usually from 53.6 µM), for inactives: at the highest dose activity, negative = inhibition, usual class: inhibitors. 3.5% of 310,000 active. AID 2546;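 also: Gal4-VP16 expression switched on by copper sulfate through the metallothionein promoter; % is scaled to controls: 0 for no effect and ±100 for the full control effect; nearly all actives have a fitted effect of over 50% in size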
# FLuc counter – counter-screen for miR-21 project: firefly luciferase inhibitors or activators; purified FLuc, Km substrates, luminescence inhibition; Potency, µM (doses to about 57.5 µM), for the others: at the top dose activity change, negative = inhibition, most hits filed as inhibitors; 6.9% of 360,000 active;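 also: plate controls were vehicle for no effect and reference inhibitor for full effect; nearly all actives have a fitted effect of over 55% in size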
#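 Purified P. pyralis luciferase (10nM final) with 10uM D-luciferin and 10uM ATP (Km levels) in 50mM Tris acetate pH 7.5, 10mM Mg acetate, 0.01% Tween-20, 0.05% BSA; qHTS 6-point titration, ~60 µM downward; luminescence read.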
# MBNL1-CUG inh – MBNL1-poly(CUG) RNA binding inhibition; TR-FRET MBNL1-His/biotin-(CUG)12 binding, 665/545 ratio; Potency, µM (doses to about 57.5 µM), without a hit: top-dose activity change, negative = inhibition, hits mostly inhibitors; Q9NR56; 0.036% of 280,000 active; active = well fitted inhibition curve with a large enough effect in the signal ratio, with a control signal flat, not every such curve was filed as active; inconclusive = small, poorly fitted or top-dose-only effect, or effect the other way, or a change in a side signal; inactive = no such curve, though single readings can be large or run the other way; the % refers to the signal ratio; also: % is scaled to controls: 0 for no effect and ±100 for the full control effect
# Target sequence (Q9NR56 whole entry, looked up): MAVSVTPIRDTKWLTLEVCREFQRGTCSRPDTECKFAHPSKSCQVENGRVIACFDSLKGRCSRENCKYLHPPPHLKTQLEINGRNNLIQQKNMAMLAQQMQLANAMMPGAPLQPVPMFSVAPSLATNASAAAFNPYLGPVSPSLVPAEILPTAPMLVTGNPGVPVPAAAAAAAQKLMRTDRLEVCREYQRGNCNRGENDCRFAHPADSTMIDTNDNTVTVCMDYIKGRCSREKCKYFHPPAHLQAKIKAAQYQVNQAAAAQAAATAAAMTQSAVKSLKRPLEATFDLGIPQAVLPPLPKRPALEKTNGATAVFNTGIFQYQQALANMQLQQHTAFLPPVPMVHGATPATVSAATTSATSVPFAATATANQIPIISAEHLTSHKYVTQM
#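 TR-FRET between His-tagged MBNL1 and biotin-(CUG)12 RNA, detected with Tb anti-His antibody (0.055 ng/ul) and streptavidin-XL665 (5 nM), 60 min at room temperature. Compounds titrated 92 nM to 58 uM; 665/545 nm ratio normalized to buffer and complex controls.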
# NPC1 promoter act – NPC1 promoter activation | Huh7 NPC1 promoter luciferase reporter, 24 h | Potency, µM (highest dose often 9.22 µM), for inactives: top-dose activation, usual class: activators | 2.4% of 320,000 active;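 also: % of control where 0% means no effect; nearly all actives have a fitted effect of over 60% in size; reporter is driven by a mutant NPC1 promoter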
#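 Huh7 cells stably carrying NPC1 promoter–luciferase, plated in Opti-MEM with 10% FBS for 2 h, were exposed to compound in DMSO for 24 h at 37 °C; luciferase reagent was added for 10 min and luminescence read.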
# uPA generation – inhibitors of cell surface uPA generation. cell surface uPA generation assay, qHTS. 0.31% of 330,000 active. Potency, µM (series often up to 38.3 µM), inactives show top-dose activity change, negative = inhibition, actives largely listed as inhibitors; active = well fitted inhibition curve with a large enough effect; inconclusive = small, poorly fitted or top-dose-only effect; inactive = no such curve, though single readings can be large or run the other way; tested in mouse RAW 264.7 cells; also: % is scaled to controls: 0 for no effect and ±100 for the full control effect; nearly all actives have a fitted effect of over 55% in size
# Numbers without * were called inactive; ? = inconclusive; / = not tested or not shown; & = joins results of further samples; [ ] = another dose, or the depositor's remark. Unless noted, calls follow the shape of the dose curve; as a rule, active = well fitted curve in the direction sought with a large enough effect; inconclusive = small, poorly fitted or top-dose-only effect, or another doubt; inactive = no such curve, though single readings can be large; an effect the other way counts as inactive or inconclusive. Potency is read from the fitted curve at half-maximal effect. This is a subset; rates above refer to the full screens.
smiles,Rab9 promoter act,ELG1 genotoxic,BRCA1 expr up,RORg inh,p53 reactivation,CXXC DNA block,Gal4-VP16 FLuc,FLuc counter,MBNL1-CUG inh,NPC1 promoter act,uPA generation
O=C(COc1ccc(Br)cc1CNC1CCCC1)Nc1ccccc1,18%,-9%,-24%,?,0%,3%,-16%,-4%,4%,3%,-7%
C=CCNc1nc(=S)[nH]c2cc(OC)c(OC)cc12,-7%,5%,-20%,?,2%,-22%,-1%,0%,-4%,-3%,-6%
CC(C)n1nnnc1SCC(=O)NCc1cccs1,-7%,0%,-31%,-13%,5%,-2%,-4%,5%,-15%,-4%,8%
CCCc1ccc(OCc2nc(-c3ccc(NC(=O)c4ccco4)cc3)no2)cc1,?,16µM*,38%,14%,28%,-2%,11%,13µM*,-4%,2.5µM*,-5%
Cc1cc(/C=C2\SC(=S)N(C)C2=O)c(C)n1-c1ccc(O)cc1,-26%,?,-80%[inhibitor],?,20%,?,0.63µM*,0.54µM*,13%,-15%,1%
c1ccc(Cn2nnc3ccccc32)cc1,0%,-8%,-6%,-1%,/,-20%,3%,7%,-10%,0%,0%
Cc1ccc(-n2nnnc2CSc2nnc(-c3ccc(O)cc3)o2)cc1,-1%,-3%,8%,?,20%,4%,?,-18%,/,-1%,-8%
O=S(=O)(c1cccc(-c2csc(N/N=C/c3ccco3)n2)c1)N1CCOCC1,-10%,-15%,-48%,21%,2%,-14%,16%,?,10%,-2%,6%
C=CCOc1ccc(/C=C2\SC(=S)N(CCC(=O)O)C2=O)cc1,-26%,-6%,-75%,?,-12%,1%,-26%,1.7µM*,12%,-30%[inhibitor],-12%
Cc1nc2ccccc2n1C(C)c1ccccc1 (configuration not stated),0%,-3%,-6%,-16%[1.91 µM],5%,0%,?,0%,-3%,-1%,-6%
CCOC(=O)c1c(C)[nH]c(C(=O)OCC(=O)NC2(C#N)CCCCC2)c1C,-2%,-2%,-26%,/,-5%,/,/,-1%,/,-1%,3%
CCN1CCN(c2ccc(S(=O)(=O)N3CCCCC3)cc2N)CC1,2%,-1%,10%,/,4%,/,/,7%,/,2%,5%
COCCNC(=O)CCc1nc(-c2ccccc2)no1,-2%,2%,4%,-17%,9%,-2%,5%,4%,-14%,-3%,4%
CN(C)c1ccc(C(=O)OCC#CCSc2nnc(-c3cccc4ccccc34)o2)cc1,1%,4%,13%,/,6%,/,/,0%,/,-3%,-5%
CCOC(=O)c1ccc(-n2c(=O)[nH]c3ccccc3c2=O)cc1,23%,24%,?,-3%,7%,3%,-6%,-1%,-2%,?,3%
NS(=O)(=O)c1ccc(CCNC(=O)c2ccc(Cn3c(=O)[nH]c4ccccc4c3=O)cc2)cc1,-3%,0%,3%,-17%,0%,-1%,-8%,6%,-7%,0%,8%
c1ccc(CCc2nn3c(C4COc5ccccc5O4)nnc3s2)cc1 (configuration not stated),-5%,7%,79%,?,-7%,2%,28%,?,-13%,1%,-4%
CSc1nc(SCC(=O)O)c2sc3nc(-c4ccccc4)c4c(c3c2n1)CCC4,-1%,0%,-5%,7%,3%,21%,3%,-3%,5%,2%,4%
O=C(NCCc1ccc(OC(F)F)cc1)C1CC(=O)N(c2ccc3c(c2)OCCO3)C1 (configuration not stated),-3%,-1%,4%,/,8%,/,/,5%,/,0%,-14%
Cn1c(=O)oc2cc(S(=O)(=O)CCC(=O)NCCc3ccccc3)ccc21,-4%,-1%,10%,32%,1%,13%,14%,-1%&-3%,-5%,27%,4%
O=C(NCc1ccccn1)C1CCN(Cc2cccc(OCc3ccccc3)c2)CC1,0%,0%,-19%,5%,-12%,-4%,6%,3%,-8%[11.5 µM],0%,-6%
CCN(CC)S(=O)(=O)c1ccc2nc(SC)sc2c1,3%,-12%,5%,-21%,-2%,-1%,15%,-5%,-10%,-2%,/
COc1ccccc1N(CC(=O)Nc1cccc(C(F)(F)F)c1)S(C)(=O)=O,-3%,-1%,-20%,23%,1%,-19%,9%,1%,1%,-4%,-1%
Cc1cccc(NC(=O)c2ccc(S(=O)(=O)N3CCCCC3)cc2)n1,-1%,-4%,11%,24%,8%,6%,-5%,-8%,17%,-3%,7%
Cc1ccc(N2CC(C(=O)Nc3ccc4c(c3)OCCO4)CC2=O)cc1C (configuration not stated),-4%,?,-1%,7%,9%,-3%,-4%,-18%,-1%,2%,0%
COc1ccccc1C(=O)Nc1cccc2nc(C)ccc12,7%,-1%,-2%,-13%,-18%,8%,-3%,-11%,12%,2%,0%
CC(=O)NC1(C(F)(F)F)C(=O)Nc2c1c(=O)[nH]c(=O)n2CCc1ccccc1 (configuration not stated),-5%,0%,-11%,6%,2%,8%,-8%,-1%,-3%,2%,-4%
COCCN(C(=O)COC(=O)/C=C/c1cccs1)c1c(N)n(Cc2ccccc2)c(=O)[nH]c1=O,3%,0%,9%,/,-3%,/,/,0%,/,0%,-1%
O=C(CSc1ncn[nH]1)NCCOc1ccccc1,-4%,12%,-11%,-18%,6%,9%,-4%,-2%,9%,-2%,-5%
CCOC(=O)C1C(c2ccc3c(c2)OCO3)NC(=O)NC1(O)C(F)(F)F (configuration not stated),-1%,2%,5%,20%,-1%,6%,-1%,2%,-5%,1%,7%
COC(=O)c1ccc[n+](CC(=O)c2ccc(Br)cc2)c1,-4%,1%,26%,14%,5%,-1%,4%,1%,/,0%,2%
COc1cc2c(cc1NC(=O)C(C)Sc1ccc(NC(C)=O)cc1)oc1ccccc12 (configuration not stated),-2%,-8%,-79%,?,8%,5%,2%,?,-3%,16%,-9%
COCCCNC(=O)Cn1ccc(NC(=O)OCc2ccccc2)nc1=O,-8%,3%,-14%,/,-4%,/,/,0%,/,-4%,-1%
COc1ccc(CCN2C(=O)CSC2c2ccc(F)cc2)cc1 (configuration not stated),-3%,-3%,-11%,14%,-8%,6%,-5%,0%,3%,-4%,-10%
COc1ccc(-c2nnc(SCc3nnc(-c4ccc(Cl)cc4)o3)n2-c2ccccc2)cc1,/,/,-45%,43%,/,-5%,?,?,-3%,/,-2%
CC(=O)c1cccc(NS(=O)(=O)c2csc(C(N)=O)c2)c1,-8%,-5%,-1%,43%,-6%,6%,-6%,2%,-5%,0%,17%
CCS(=O)(=O)c1ccc(N=Nc2ccc(O)c3ncccc23)c(OC)c1,-40%[inhibitor],8%,-93%,7.1µM*,-1%,-5%,16µM*,?,?,-41%[inhibitor],-17%
CCN(CC(=O)Nc1ccc([N+](=O)[O-])cc1OC)CC(=O)NC(C)(C)C,0%,1%,-27%,?,-23%,-10%,-23%,-4%,/,4%,-6%
C=CCN(C(=O)CCC(=O)O)C1CC(=O)N(c2ccc(OC)cc2)C1=O (configuration not stated),-4%,1%,-6%,3%,-12%,-1%,-2%,3%,1%,-2%,3%
CC(C)NC(=S)Nc1ccc2[nH]c(=O)[nH]c2c1,1%,-1%,14%,0%,0%,1%,-11%,-1%,4%,-7%,5%
COCCN1CCN(C(=O)c2ccc3nc(Cc4ccccc4F)oc3c2)CC1,7%,?,2%,19%,19%,-5%,-11%,-2%,-2%,1%,1%
O=C1OCCC1Sc1nc2cc(Cl)ccc2n1Cc1ccccc1 (configuration not stated),-1%,3%,0%,13µM*,-15%,-6%,?,1%,6%,-2%,0%
CCc1cccc2c(C(=O)CN3C(=O)N(C)C4(CCCCC4)C3=O)c[nH]c12,-1%,?,-40%,/,-8%,/,/,-4%,/,-3%,?
Cc1nn(CC(O)c2ccccc2)c(C)c1Br (configuration not stated),-1%,?,-1%[1.84 µM],12%,3%,5%,-7%,-4%,8%,-2%,-3%
COC(CNC(=O)Cc1c(C)nc2c(-c3ccccc3)c(C)nn2c1C)OC,4%,-3%,-12%,5%,5%,-3%,2%,-1%,6%,0%,-56%
CCC(=O)OCc1c(C(F)(F)F)nn(C)c1Sc1ccc(F)cc1,6%,-1%,-30%,15%,4%,8%,-4%,7%,3%,-4%,7%
CCOC(=O)CNC(=O)C1(c2ccccc2)CCCC1,8%,0%,3%,19%,-9%,1%,17%,5%,-2%,1%,/
